Screens from PubChem BioAssay.
JMJD2C inh = inhibitors of GASC-1 histone demethylase, primary screen, biochemical, fluorescence, DELFIA europium. hit rate 0.069% among 330,000. inhibition, % at 2.35 µM. GST-JMJD2C(1-420) H3K9me3 demethylation. Lysine-specific demethylase 4C (Homo sapiens), Q9H3R0. AID 2099, 2009;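 active = more than half of a compound's replicate wells show inhibition beyond 50%, single wells judged on their own value; inconclusive = some, but no more than half, of replicates pass 50% inhibition; inactive = no replicate passes 50% inhibition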;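 note: signal counts dimethyl H3K9 product captured on neutravidin plate; 0% = median of DMSO wells and 100% = 0.3 times that DMSO median; strong numbers were not always called active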
Target sequence (Q9H3R0 1-420 limits assumed): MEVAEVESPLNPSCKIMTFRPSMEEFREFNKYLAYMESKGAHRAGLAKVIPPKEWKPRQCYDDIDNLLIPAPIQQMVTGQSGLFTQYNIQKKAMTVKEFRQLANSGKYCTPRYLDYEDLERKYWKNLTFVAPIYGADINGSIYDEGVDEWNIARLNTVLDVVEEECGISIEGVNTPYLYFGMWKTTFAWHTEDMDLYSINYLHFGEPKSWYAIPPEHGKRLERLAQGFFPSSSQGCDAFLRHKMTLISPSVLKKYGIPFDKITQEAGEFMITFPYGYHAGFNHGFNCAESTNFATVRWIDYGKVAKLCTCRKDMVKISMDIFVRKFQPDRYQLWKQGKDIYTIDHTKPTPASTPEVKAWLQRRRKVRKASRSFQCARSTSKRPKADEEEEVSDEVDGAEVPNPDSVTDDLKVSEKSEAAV
Yeast superoxide = reduction of superoxide in aged yeast, primary screen, HTS; S. cerevisiae aged cells, superoxide DHE fluorescence; active compounds read low; superoxide response (% of plate mean), % at 10 µM; hit rate 0.18% among 330,000; AID 2690, 2010;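 active = superoxide response under a set limit, about three screen SD below normal, cut at about 65% in these data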;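 note: yeast aged for seven days with compound at 30 °C before DHE staining; 100% = average MFI of all compound-treated wells on the plate with controls excluded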
An asterisk follows results filed as active; ? = inconclusive. The list is partial; the hit share may differ from the screen's.

SMILES	JMJD2C inh	Yeast superoxide
COc1ccc(CC(=O)NNC(=O)COc2ccc(F)cc2)cc1S(=O)(=O)N1CCOCC1	4.6	117.6
CCN(C[C@H]1N[C@@](C)(C(=O)OC)[C@H]2C(=O)N(C)C(=O)[C@@H]12)S(=O)(=O)c1ccc(C(F)(F)F)cc1	9.0	103.7
Cc1ccc(C)c(S(=O)(=O)N2CCN(C(=O)CSc3ccccc3)CC2)c1	-20.4	108.5
O=C(COC(=O)c1ccccc1Br)NCC1CCCO1 (stereo not given)	4.0	101.2
C[C@H](CO)N1C[C@H](C)[C@@H](CN(C)C(=O)Nc2ccc(C(F)(F)F)cc2)Oc2c(NS(=O)(=O)c3ccccc3)cccc2C1=O	-1.9	118.6
CN(C(=O)c1cccc(NC(=O)Cc2ccc([N+](=O)[O-])cc2)c1)C1CC1	-4.8	108.7
COc1ccc(CN(C)CC2CCCN(CCc3ccc(F)cc3)C2)cc1OC (stereo not given)	45.7	101.1
Cc1cc(C)n(-c2ccc(NC(=O)C3CCCCN3C(=O)c3ccoc3)cc2)n1 (stereo not given)	12.9	111.4
COc1cc(CN2CCN(C(=O)c3ccccc3F)CC2)cc(OC)c1OC	-0.8	101.8
Cc1ccccc1OCC(=O)NNC(=O)Cn1[nH]c(=O)c2ccccc2c1=O	6.3	105.1
CCOc1ccc(NC(=O)CCC(=O)NNC(=O)c2ccccc2Cl)cc1	1.4	84.0
COc1ccc(/C=N\NC(=O)c2ccc(-c3ccccc3)cc2)c(OC)c1OC	-5.1	87.5
CC(=O)c1ccc(N2C(=O)CC(N3CCN(S(=O)(=O)c4cc(C)ccc4C)CC3)C2=O)cc1 (stereo not given)	-2.9	117.7
O=C(NC(=S)NCc1ccco1)c1ccc([N+](=O)[O-])cc1	1.6	94.5
CCOc1ccc(Cl)cc1C(c1c(C)[nH][nH]c1=O)c1c(C)[nH][nH]c1=O	?	91.5
O=C1CCCC/C=C\C[C@H](CC(=O)N(CCO)Cc2ccccc2)C(=O)N[C@@H](c2ccccc2)CO1	-5.6	95.4
Cc1oc2ccc(OCc3ccccc3Cl)cc2c1C(=O)O	4.7	103.4
CN1CCC(N(C)C(=O)c2ccc(Cl)c(S(=O)(=O)N3CCc4ccccc43)c2)CC1	2.7	116.6
NC(=O)CSc1nc2cc(S(=O)(=O)N3CCOCC3)ccc2o1	4.0	111.3
COc1cc(C(=O)OCC(=O)N2CCCCCC2)c([N+](=O)[O-])cc1OC	4.9	107.3
CCOc1ccc(N(CC(=O)NN=C2CCN(C)CC2)S(=O)(=O)c2ccc(Br)cc2)cc1	-10.8	129.4
Cn1c(N)c(C(=O)COC(=O)c2ccc(F)cc2Cl)c(=O)n(C)c1=O	10.7	91.2
CCN(C(=O)COc1ccc(C)cc1OC)c1cccc2ccccc12	2.3	98.3
O=C(COC(=O)/C=C/c1ccc(Cl)c(Cl)c1)NC1CC1	6.9	106.0
CCOC(=O)Cn1c(=O)c(F)cn(Cc2ccc(OC)c([N+](=O)[O-])c2)c1=O	10.6	105.2
Cc1nn(CC(=O)NC2CC2)c(C)c1S(=O)(=O)NC(C)(C)C	-3.1	96.6
Cc1cccc(NS(=O)(=O)c2ccc(C(=O)NCC(c3ccccc3)N(C)C)cc2)c1C (stereo not given)	-5.2	83.5
CCC(=O)N(c1nnc(SCC(=O)c2ccc[nH]2)s1)C1CC1	-4.5	86.1
Cn1cc(CN2CCC(n3nccc3NC(=O)C3CCCC3)CC2)cn1	4.0	87.0
COCCn1c(SCC(=O)Nc2ccc(OC)cc2OC)nc2ccccc2c1=O	-6.3	100.5
COc1cc(S(=O)(=O)N2CCOCC2)ccc1NC(=O)COC(=O)c1ccc(Cl)nc1	4.8	92.9
CC(C)NC(=O)N(C)C[C@H]1Oc2c(NS(=O)(=O)c3cccs3)cccc2C(=O)N([C@H](C)CO)C[C@@H]1C	-10.7	89.3
CNC[C@H]1Oc2c(NS(=O)(=O)c3ccc(OC)cc3)cccc2C(=O)N([C@H](C)CO)C[C@H]1C	23.3	89.2
CN(C)CCNC(=O)c1cc2c(s1)-c1ccc(Cl)cc1SC2	-10.3	102.2
Cc1ccc(C(=O)NCC(=O)Nc2ccc(Cl)cc2)s1	2.3	99.5
O=C(NCC(c1ccco1)N1CCCCC1)c1ccc(S(=O)(=O)Nc2ccccc2Cl)cc1 (stereo not given)	2.6	115.9
O=c1oc(CCCO)cc2ccc(Br)cc12	3.9	96.9
Cc1cccc(NC(=O)CCNC(=O)c2ccc(Br)cc2)c1C	-4.9	99.2
Cc1ccc(CN2C(=O)C(CC(C)C)Nc3ncnc(N4CCOCC4)c32)cc1 (stereo not given)	0.7	81.4
COc1cc(/C=C2\SC(=S)N(NC(=O)c3cccc(O)c3)C2=O)ccc1O	3.6	106.1

Structures above containing bromine (four):
SMILES	JMJD2C inh	Yeast superoxide
O=C(COC(=O)c1ccccc1Br)NCC1CCCO1 (stereo not given)	4.0	101.2
CCOc1ccc(N(CC(=O)NN=C2CCN(C)CC2)S(=O)(=O)c2ccc(Br)cc2)cc1	-10.8	129.4
O=c1oc(CCCO)cc2ccc(Br)cc12	3.9	96.9
Cc1cccc(NC(=O)CCNC(=O)c2ccc(Br)cc2)c1C	-4.9	99.2

Remaining list, next part:
SMILES	JMJD2C inh	Yeast superoxide
CCCCN(C(=O)c1cccc(-c2ccc(OC(C)=O)cc2)c1)c1c(N)n(CCC)c(=O)[nH]c1=O	6.1	110.3
Cc1c(O)ccc2c(CC(=O)N[C@@H](Cc3ccc(O)cc3)C(=O)O)cc(=O)oc12	0.7	98.0
CC(O)CSc1nc2c(c(=O)[nH]c(=O)n2C)n1Cc1ccccc1Cl (stereo not given)	17.6	103.2
CC1(c2ccccc2Br)NC(=O)N(CC(=O)N2CCc3ccccc3C2)C1=O (stereo not given)	5.9	87.5
CCOC(=O)N/N=C\c1ccc(OC/C=C/c2ccccc2)cc1	-8.5	101.3
CC(C)(C)OC(=O)C[C@@H]1C/C=C\C[C@H](CC(=O)N(CCO)Cc2ccccc2)C(=O)N[C@H](C(C)(C)C)COC1=O	-3.4	86.3
O=C(CC(c1ccccc1)c1cc(Cl)ccc1O)NCCCN1CCOCC1 (stereo not given)	50.6	101.5
COc1ccc(C=NNC(=O)c2cc(C)oc2C)cc1O	2.1	105.5
O=C(O)CCCC(=O)Nc1ccc2c(c1)oc1ccccc12	19.0	89.8
COc1ccc(Cl)cc1NC(=O)CN(C)C(=O)C12CC3CC(CC(Cl)(C3)C1)C2	-6.3	108.6
COc1ccccc1NC(=O)COC(=O)C1CC(=O)N(c2ccc3c(c2)OCCO3)C1 (stereo not given)	-0.4	91.0
CC1=NN(c2ccccc2)C(=O)/C1=C/c1ccc(Cl)cc1	-29.7	100.2
O=C(Cn1cnc2c(OCc3ccccc3)ncnc21)NCCN1CCOCC1	31.9	89.9
Cc1noc(C)c1NC(=O)N(C)C[C@H]1Oc2c(NC(=O)c3ccncc3)cccc2C(=O)N([C@H](C)CO)C[C@@H]1C	5.0	122.4
O=C(CN1C(=O)NC(CCc2ccccc2)C1=O)N1CCCCCC1 (stereo not given)	6.5	101.0
O=C(NCCCSc1ccccc1)c1cc(Cl)ccc1O	13.0	87.4
CCOC(=O)C1CCN(C(=O)COC(=O)CNC(=O)c2ccc(C(C)(C)C)cc2)CC1	-7.2	97.6
CC(=O)Nc1ccc(/C=N/Nc2nncc3ccccc23)cc1	-14.8	103.5
CC1CN(S(=O)(=O)c2cc(C(=O)N3CCCCC3C)ccc2Cl)CC(C)O1 (stereo not given)	-2.7	92.0
CCC(=O)c1ccc(OCC(=O)Nc2ccc(S(=O)(=O)Nc3cc(C)nc(C)n3)cc2)cc1	0.6	88.3
COc1ccccc1CN(C)C(=O)c1ccc(S(=O)(=O)Nc2c(C)n(C)n(-c3ccccc3)c2=O)cc1	4.7	88.9
Cc1ccc(NC(=O)CCNC(=O)c2ccc([N+](=O)[O-])cc2)cc1C	-4.2	102.8
CC(=O)Nc1ccc(SCC(=O)NCC2(N3CCCCC3)CCCCC2)cc1	5.3	109.7
COc1ccccc1CNC(=O)CN1C(=O)NC2(CCCCCC2)C1=O	-12.1	86.8
CC(=O)c1ccc(OCCCOc2cccc3cccnc23)cc1	-9.2	109.7
Cc1ccc(CN2CCNC(=O)C2CC(=O)N(C)CCc2cnn(C)c2)cc1 (stereo not given)	6.4	93.0
O=C(COc1ccccc1Cl)Nc1nc(-c2ccncc2)cs1	4.7	97.8
CC(C)(C)OC(=O)NCc1ccc(CNC(=O)c2nc[nH]c2C(=O)NCc2ccc(CNC(=O)OC(C)(C)C)cc2)cc1	-6.8	110.4
COc1ccc(NC(=O)c2cc([N+](=O)[O-])ccc2N2CCCCC2)cc1OC	12.7	107.9
O=C(COC(=O)c1ccc[n+]([O-])c1)Nc1ccccc1OC(F)F	2.5	84.1
COc1ccc(-c2nc3cnccn3c2NC2CCCCC2)cc1-c1cccc(Cl)c1	1.4	93.8
CN(c1ccccc1)S(=O)(=O)c1cccc(NC(=O)C2CCCO2)c1 (stereo not given)	-3.0	85.2
CCN(C[C@H]1N[C@@](Cc2ccccc2)(C(=O)OC)[C@H]2C(=O)N(C)C(=O)[C@@H]12)C(=O)NC(C)C	0.9	101.0
c1ccc(CNc2ccc(N3CCOCC3)cc2)cc1	10.3	71.7
COc1ccc(C(C)NCCC(c2ccc(OC(C)C)cc2)c2ccccc2OC)cc1 (stereo not given)	-2.0	113.8
COc1ccc(CCNC(=O)CN2C(=O)NC3(CCCCC3)C2=O)cc1	-4.3	101.2
O=C(CNC(=O)c1ccco1)OCc1ccccc1Cl	-5.5	97.8
CC(=O)N1CCN(CC(=O)Nc2ccccc2C(=O)Nc2ccccc2)CC1	-8.6	85.5
O=C(NNC(=O)c1ccc(Cl)nc1)c1ccc(Br)cc1	4.2	78.8
O=C(OCC(=O)N1CCc2ccccc21)c1ccc(Br)o1	-5.0	109.6

Molecules listed so far with a CF3 group (two):
SMILES	JMJD2C inh	Yeast superoxide
CCN(C[C@H]1N[C@@](C)(C(=O)OC)[C@H]2C(=O)N(C)C(=O)[C@@H]12)S(=O)(=O)c1ccc(C(F)(F)F)cc1	9.0	103.7
C[C@H](CO)N1C[C@H](C)[C@@H](CN(C)C(=O)Nc2ccc(C(F)(F)F)cc2)Oc2c(NS(=O)(=O)c3ccccc3)cccc2C1=O	-1.9	118.6

The listing continues:
SMILES	JMJD2C inh	Yeast superoxide
COc1cccc2[nH]c3c(=O)[nH]cnc3c12	4.2	98.1
CCc1nc2ccccc2c(C(=O)OCC(=O)Nc2ccc(NC(C)=O)cc2)c1C	6.1	78.5
COC(=O)[C@]1(C)N[C@H](CN(C)C(=O)c2ccc(F)cc2)[C@@H]2C(=O)N(Cc3ccccc3)C(=O)[C@@H]21	3.5	101.2
O=C(COC(=O)c1cc(S(=O)(=O)N2CCOCC2)c(Cl)cc1Cl)NCc1ccco1	2.6	107.6
Cc1ccc(C(=O)Cn2c(C(=O)OCCO)cc3ccccc32)cc1	2.7	99.8
CC1CCCN(C(=O)CN2C(=O)NC(C)(c3ccc4ccccc4c3)C2=O)C1 (stereo not given)	12.1	88.8
CC(C)(C)c1ccc(C(=O)NCCC(=O)NNC(=O)COc2ccc(F)cc2)cc1	-1.4	100.1
COc1ccc(CCNC(=O)c2ccc(Br)cc2)cc1	1.5	93.9
CN(c1ccc(OCC(=O)Nc2ccccc2C(=O)O)cc1)S(=O)(=O)c1ccc(Cl)cc1	-1.4	124.7
C=CCC[C@H](Cc1ccc(F)cc1)C(=O)O[C@H](CNC(=O)[C@@H](CC=C)CC(=O)N(CCO)Cc1ccccc1)c1ccccc1	-8.6	99.8
C[C@H](CO)N1C[C@H](C)[C@@H](CN(C)C(=O)Nc2ccc(C(F)(F)F)cc2)Oc2ccc(NC(=O)c3ccncc3)cc2C1=O	2.3	109.3
Fc1ccc2cc(-c3ccccc3)ncc2c1	21.2	82.3
COC(=O)CNc1nc(Cl)nc(NC2CCCCC2)n1	-6.6	82.4
O=C(CSc1nnc(C2CC2)n1C1CC1)c1ccc(Br)s1	2.5	111.9
Cc1cc(C)c(C)c(S(=O)(=O)Nc2ccccc2N2CCOCC2)c1C	-6.3	102.3
O=C(NCCc1ccccc1)C1CCC(=O)N(Cc2cccc(C(F)(F)F)c2)C1 (stereo not given)	2.9	90.0
CC1CC(C)CN(S(=O)(=O)c2ccc(C(=O)N(C)Cc3ccccc3)cc2)C1 (stereo not given)	-0.1	98.6
COc1ccc(Cl)cc1NS(=O)(=O)c1cccc(C(=O)NCC2(N(C)C)CCCCC2)c1	17.0	109.6
Cc1ccccc1C(=O)Nc1ccnn1C1CCN(CCCc2ccccc2)CC1	4.2	106.9
O=C(N/N=C/c1coc2ccccc2c1=O)c1ccncc1	2.6	92.9
O=C(CCN1CCOCC1)NNC(=O)Nc1cccc(Cl)c1	1.0	96.2
O=S(=O)(c1cc(F)ccc1F)N1CCN(c2ncccn2)CC1	3.9	109.3
CC(C)=CCC[C@](C)(O)C1CC[C@]2(C)C1C(O)CC1[C@@]3(C)CCC(O)C(C)(C)C3C(O[C@@H]3OC(CO)C(O)C(O)C3O[C@@H]3OC(C)C(O)C(O)C3O)C[C@]12C (stereo not given in full)	-8.9	127.6
O=C(C[C@H]1C/C=C\C[C@@H](Cc2ccc(F)cc2)C(=O)OC[C@H]2CCCN2C1=O)N[C@H](CO)Cc1ccccc1	-4.3	87.9
COc1cccc(NC(=S)N2CCC(Cc3ccccc3)CC2)c1	-0.3	78.1
COc1cc(NC(=O)c2ccc(Cl)cc2)c2ncccc2c1	0.1	101.2
Cc1nc(N2CCN(c3ccccc3F)CC2)[nH]c(=O)c1C	11.7	102.6
CCCCN(C(=O)CSc1ncnc2sccc12)c1c(N)n(Cc2ccccc2)c(=O)[nH]c1=O	5.3	83.6
CC1CCCCC12NC(=O)N(CC(=O)N1CCN(c3ccccc3)CC1)C2=O (stereo not given)	-2.2	107.1
